# Screens (PubChem)
# Tcruzi prolif: inhibitors of T. cruzi proliferation. T. cruzi beta-gal in NIH3T3, GalScreen luminescence, 90 h. inhibition, % at 8.34 µM. 77,000 tested, 5.9% active. AID 624255;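 active means mean inhibition above about 93%, with at least 55% of replicates each passing it, limit read from the data, passing the limit was not always enough; inconclusive means only one of those two conditions holds; inactive means neither condition holds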
# GASC1 inh: KDM4C (human) demethylase inhibition; AID 720574; inhibition, % at 12.5 µM; 96,000 tested, 0.15% active; GST-KDM4C 2-372, H3K9me3 peptide, LANCE TR-FRET;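 active means mean replicate inhibition above about 25%, with at least 55% of replicates also reaching it, limit read from the data, passing the limit was not always enough; inconclusive means only one of those two conditions met; inactive means neither condition met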
# Target sequence (Q9H3R0 2-372 limits assumed): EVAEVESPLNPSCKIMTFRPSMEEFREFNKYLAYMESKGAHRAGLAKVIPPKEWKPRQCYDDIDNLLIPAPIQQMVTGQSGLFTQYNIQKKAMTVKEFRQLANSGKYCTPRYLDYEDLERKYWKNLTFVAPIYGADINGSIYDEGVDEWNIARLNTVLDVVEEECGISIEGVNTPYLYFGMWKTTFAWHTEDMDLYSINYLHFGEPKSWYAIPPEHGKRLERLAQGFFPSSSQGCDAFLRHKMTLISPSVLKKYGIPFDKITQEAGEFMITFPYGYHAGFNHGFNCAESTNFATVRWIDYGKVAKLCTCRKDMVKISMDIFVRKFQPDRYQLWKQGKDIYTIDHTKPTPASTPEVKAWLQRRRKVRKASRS
#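 System – N-terminal GST-fused human GASC-1 (KDM4C) fragment, residues 2-372 · Input – enzyme final amount 10 nM · Technique – LANCE TR-FRET, Eu antibody, ULight-streptavidin, EDTA, ex 340 nm, em 618/671 nm · Medium – HEPES buffer, pH 7.5, plus ascorbate · Incubation – enzyme reaction 30 min, then detection 60 min, both room temperature · Reagent – H3K9me3 peptide with Fe(II)/2OG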
# Pf Dd2 inh: blocks growth of Plasmodium falciparum Dd2 parasites | P. falciparum Dd2 growth, SYBR Green, 72 h; stronger effect = lower value | activity change, % at 10 µM | 94,000 tested, 2.3% active | AID 1159554; in the data active means activity change below about -80%; inconclusive means no clear call, values can overlap the other calls
# C diff HTS: inhibitors of Clostridium difficile growth; Clostridium difficile clinical isolate growth, OD600, 24 h; stronger effect = lower value; growth activity, negative = inhibition, % at 16 µg/mL (by protocol); 86,000 tested, 0.25% active;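 active means mean growth activity at or below -80% and every replicate also at or below -80%; inconclusive means mean at or below -80% but some replicate above -80%; inactive means mean growth activity above -80%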;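 further: 0% = DMSO wells and -100% = levofloxacin 16 µg/mL wells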
# Numbers without * were called inactive; ? = inconclusive; · = not tested or not shown; & = joins results of further samples.
# Every second line gives: Tcruzi prolif | GASC1 inh | Pf Dd2 inh | C diff HTS
O=C(C[C@H]1CC[C@@H]2[C@H](COC[C@@H](O)CN2CCC(F)(F)F)O1)NCc1ccc(Oc2ccccc2)cc1
 : 36 | -0.7 | · | -17&-21
O=C(C[C@@H]1C=C[C@@H](NC(=O)C2CCOCC2)[C@H](CO)O1)NCc1ccccc1Cl
 : · | -0.3 | -1 | -4
CN(C)C(=O)c1cccc(-c2ccc(C3[C@@H]4CN(S(=O)(=O)c5ccccc5F)C[C@H]3N4)cc2)c1 (some centres not stated)
 : · | -0.5&0.1 | 3&19 | -11&-10
CNC[C@H]1Oc2c(N)cccc2C(=O)N([C@@H](C)CO)C[C@@H]1C
 : -27 | 2.3 | 26 | 3
C[C@@H]1CN([C@@H](C)CO)C(=O)c2cc(NC(=O)CCC(F)(F)F)ccc2O[C@@H](C)CCCCO[C@@H]1CN(C)C(=O)c1ccccc1
 : -15 | -0.3 | -14 | 2
COc1ccc(NC(=O)N2CC(=O)N3[C@H](C2)[C@@H](c2ccc(-c4ccccc4)cc2)[C@@H]3CO)cc1
 : · | -0.5 | -19 | 1
CO[C@H]1CN(C)C(=O)c2cc(NC(=O)c3cccc(F)c3)ccc2OC[C@@H](C)N(C)C[C@H]1C
 : 9 | 7.8 | -5 | ·
CCCN1[C@@H]2c3ccc(-c4ccccc4OC)c(=O)n3C[C@H]1[C@H](CO)[C@H]2C(=O)N1CCOCC1
 : · | -0.7 | 48 | 0
O=C(C[C@H]1CC[C@H](NC(=O)c2cccc(F)c2)[C@H](CO)O1)NCc1ccccc1
 : -62 | -1.5 | 16 | -3
CCCC#Cc1ccc([C@H]2[C@@H](C#N)N(S(=O)(=O)c3cccc(F)c3)[C@@H]2CO)cc1
 : 90 | -2.2 | -52 | -5
O=C(C[C@H]1CC[C@@H]2[C@H](COC[C@@H](O)CN2Cc2ccc(C(F)(F)F)cc2)O1)N1CCc2ccccc2C1
 : · | 1.4 | -40 | 38&-2
COc1ccc(S(=O)(=O)Nc2ccc3c(c2)CC(=O)N([C@H](C)CO)C[C@@H](C)[C@@H](CN(C)Cc2ccc(Oc4ccccc4)cc2)O3)cc1
 : 61 | 1.9 | 0 | 20
CN(C)C(=O)C[C@H]1CC[C@H]2[C@@H](COC[C@H](O)CN2CC2CCOCC2)O1
 : 29 | -0.5 | -5 | ·
O=C(C[C@@H]1CC[C@@H]2[C@H](COC[C@@H](O)CN2C(=O)Nc2ccc(Cl)c(Cl)c2)O1)NCc1ccc(F)cc1
 : 95 | -0.7 | -10 | -16
CC(C)C#Cc1ccc([C@H]2[C@H]3CN(S(=O)(=O)Cc4ccccc4)CCCCN3[C@H]2CO)cc1
 : 110* | 0.4 | -3 | -3
O=C(C[C@H]1CC[C@@H](NC(=O)Cc2ccccn2)[C@H](CO)O1)NCCCN1CCOCC1
 : · | 1.8 | 17 | -5
CO[C@@H]1CN(C)C(=O)c2ccc(NC(C)=O)cc2OC[C@@H](C)N(C(=O)c2ccncc2)C[C@@H]1C
 : 8 | 1.8 | 44 | ·
C[C@H](CO)N1C[C@H](C)[C@H](CN(C)C(=O)Cc2ccccc2)Oc2cc(C#CC3(O)CCCC3)ccc2S1(=O)=O
 : -37 | -1.8 | -51 | -13
C[C@@H]1CN([C@@H](C)CO)C(=O)c2cc(NC(=O)NC3CCCCC3)ccc2O[C@@H]1CN(C)Cc1ccc(C(F)(F)F)cc1
 : 105 | 1.1 | 17 | ·
COc1ccc(NC(=O)Nc2ccc3c(c2)C(=O)N([C@@H](C)CO)C[C@@H](C)[C@@H](CN(C)C(=O)Nc2ccc(C(F)(F)F)cc2)OCCCC[C@@H](C)O3)cc1
 : ? | -1.9 | -56 | -7
COC(=O)[C@H]1[C@H](CO)[C@H]2Cn3c(ccc(-c4ccccc4F)c3=O)[C@H]2N1Cc1ccncc1
 : -18 | 1.6 | · | 1
O=C(C[C@H]1CC[C@H]2[C@@H](COC[C@@H](O)CN2C(=O)Nc2ccc(C(F)(F)F)cc2)O1)NCC1CC1
 : 8 | 0.5 | 0 | -44
COCC(=O)Nc1ccc2c(c1)C(=O)N(C)C[C@H](OC)[C@@H](C)CN(Cc1ccccn1)[C@@H](C)CO2
 : 25 | 0.5 | -5 | ·
CC(C)NC(=O)Nc1ccc2c(c1)C(=O)N([C@@H](C)CO)C[C@H](C)[C@@H](CN(C)C(=O)NC1CCCCC1)OCCCC[C@@H](C)O2
 : -11 | -3.0 | -32 | -2
N#Cc1ccc(-c2ccc([C@H]3[C@@H](CO)N4CCCCN(S(=O)(=O)c5ccccc5)C[C@@H]34)cc2)cc1
 : 96* | -0.6 | -22 | 10
O=C(C[C@@H]1CC[C@H]2[C@@H](COC[C@@H](O)CN2CC2CCCC2)O1)NCc1ccc(Cl)cc1
 : · | -2.7 | 5 | -17
C[C@@H]1CCCCO[C@@H](CN(C)S(=O)(=O)c2ccc(F)cc2)[C@@H](C)CN([C@@H](C)CO)C(=O)c2cc(NC(=O)Nc3ccc(F)cc3)ccc2O1
 : 56 | 6.4 | -72 | 0
CCCNC(=O)N1[C@@H](CO)[C@@H](c2ccccc2)C12CN(C(=O)C1CCCCC1)C2
 : · | 0.4 | 8 | 4
COCC(=O)N1CC2(CCN(C(C)=O)CC2)c2c([nH]c3cc(OC)ccc23)[C@H]1CO
 : · | 1.1 | 29 | -4
C/C=C/c1ccc([C@@H]2[C@@H](CN(CC)C(C)=O)N(C(=O)C3CC3)[C@H]2CO)cc1
 : 15 | -1.9 | 4 | -1
C[C@H](CO)N1C[C@H](C)[C@@H](CN(C)Cc2ccc3c(c2)OCO3)Oc2ccc(NC(=O)CCN3CCOCC3)cc2CC1=O
 : 72 | 4.8 | -32 | 0
C[C@H]1CN([C@@H](C)CO)C(=O)c2cc(C#CCc3ccccc3)cnc2O[C@H]1CN(C)Cc1cccc(F)c1
 : 18 | 0.6 | -43 | ·
CCC(=O)N1CC[C@@H]2[C@@H](CO)N(C)c3ccc(-c4ccccc4F)cc3[C@@H]21
 : 89 | 0.5 | 21 | 9
C[C@H]1CN([C@@H](C)CO)C(=O)c2cc(C#CC(C)(C)O)cnc2O[C@H]1CN(C)C(=O)C1CCC1
 : 13 | -1.7 | 72 | 1
CCNC(=O)C[C@@H]1CC[C@@H]2[C@@H](COc3ccc(NC(=O)Cc4ccccc4)cc3C(=O)N2C)O1
 : -11 | 3.9 | 0 | 2
Cc1ccc(S(=O)(=O)N2[C@@H]3CNC[C@H]2C3c2ccc(-c3cccc(C)c3)cc2)cc1 (some centres not stated)
 : · | 0.6&3.2 | 10&-20 | 16&46
CCNC(=O)Nc1ccc2c(c1)C(=O)N(C)[C@@H]1CC[C@H](CC(=O)NCc3ccccc3F)O[C@@H]1CO2
 : 24 | 2.0 | -28 | 10
C[C@H]1CN([C@@H](C)CO)C(=O)c2cccc(NS(=O)(=O)c3ccc(F)cc3)c2O[C@@H]1CN(C)CC1CC1
 : 1 | 0.9 | -5 | 4
Cc1ccc(S(=O)(=O)N(C)C[C@@H]2Oc3ccc(NC(=O)c4ccncc4)cc3CC(=O)N([C@H](C)CO)C[C@@H]2C)cc1
 : 41 | 2.8 | -28 | 0
COc1ccc(NC(=O)N(C)C[C@@H]2Oc3ccc(NS(=O)(=O)c4cn(C)cn4)cc3CC(=O)N([C@@H](C)CO)C[C@@H]2C)cc1
 : 21 | 3.1 | -12 | -7
C[C@@H]1CN([C@@H](C)CO)C(=O)c2cc(NC(=O)CCN3CCOCC3)ccc2O[C@@H]1CN(C)S(=O)(=O)c1cn(C)cn1
 : 89 | 1.6 | 27 | 4
C[C@@H]1CN([C@@H](C)CO)C(=O)c2cc(NC(=O)CCC(F)(F)F)ccc2O[C@@H](C)CCCCO[C@H]1CN(C)S(=O)(=O)c1ccc(F)cc1
 : 2 | -0.5 | · | 2
N#C[C@@H]1[C@H](c2ccc(-c3cccc(F)c3)cc2)[C@@H](CO)N1C(=O)NC1CCCC1
 : 78 | -1.9 | -87* | 11
O=C(Nc1ccc(Cl)cc1)N[C@@H]1CC[C@@H](CCNC(=O)c2cc(Cl)cc(Cl)c2)O[C@H]1CO
 : · | -0.5 | 5 | -4
O=C(C[C@H]1CC[C@@H]2[C@H](COC[C@@H](O)CN2S(=O)(=O)c2ccc(Cl)cc2)O1)N[C@@H]1CCN(Cc2ccccc2)C1
 : 14 | -2.9 | -39 | ·
C[C@@H]1CN([C@H](C)CO)C(=O)Cc2cc(NS(=O)(=O)c3ccc(Cl)cc3)ccc2O[C@H]1CN(C)S(=O)(=O)c1cccs1
 : 24 | -1.1 | -6 | 0
Cc1ccc(S(=O)(=O)N(C)C[C@H]2Oc3c(NC(=O)CCCCCC(=O)Nc4ccccc4N)cccc3C(=O)N([C@H](C)CO)C[C@H]2C)cc1
 : · | -0.5 | -90* | -13
O=C(C[C@H]1C=C[C@H](NC(=O)c2ccc3c(c2)OCO3)[C@@H](CO)O1)NCc1ccc(F)cc1
 : -106 | 0.1 | -4 | 2
CCCc1cn(CC[C@H]2CC[C@@H](NC(=O)C3CCC3)[C@@H](CO)O2)nn1
 : · | -5.1 | 0 | 1
CN(C)CC#Cc1ccc([C@H]2[C@@H](CO)N3CCCCN(S(=O)(=O)c4ccccc4F)C[C@H]23)cc1
 : 82 | 8.0 | -5 | 4
C[C@H](NC(=O)[C@H]1N[C@H]2c3ccc(-c4ccncc4)c(=O)n3C[C@H]2[C@@H]1CO)c1ccccc1
 : 56 | -2.9 | 0 | 3
Cc1ccc(CN(C)C[C@H]2OCc3cnnn3CCCC(=O)N([C@@H](C)CO)C[C@H]2C)cc1
 : -10 | -0.3 | 1 | 1
CCNC(=O)C[C@H]1CC[C@H]2[C@@H](COC[C@@H](O)CN2C(=O)C2CCCC2)O1
 : 31 | 2.3 | -5 | ·
C[C@@H]1CN([C@@H](C)CO)S(=O)(=O)c2ccc(C#Cc3ccncc3)cc2O[C@H]1CN(C)S(=O)(=O)c1ccccc1
 : 82 | -6.5 | -61 | -2
O=C(NCC[C@H]1CC[C@@H](NS(=O)(=O)c2cccc(F)c2)[C@H](CO)O1)C1CC1
 : -54 | -2.6 | -60 | ·
O=C(C1CCCCC1)N1C[C@@H]2[C@H](c3ccccc31)[C@@H](CO)N2CC1CCOCC1
 : 79 | -2.1 | -16 | -4
C[C@H]1CN([C@@H](C)CO)C(=O)CCCn2cc(nn2)CO[C@H]1CN(C)S(=O)(=O)c1ccc2ccccc2c1
 : -2 | -0.1 | -15 | ·
CC(C)NC(=O)N(C)C[C@@H]1Oc2ccc(NS(C)(=O)=O)cc2C(=O)N([C@H](C)CO)C[C@H]1C
 : -5 | 0.3 | -9 | -1
CC(=O)N1[C@H](CO)[C@@H](c2ccccc2)C12CN(Cc1ccc(Cl)cc1)C2
 : · | · | -33 | 3
COc1ccccc1-c1ccc([C@@H]2[C@@H](CO)N(C(=O)C3CC3)[C@H]2C#N)cc1
 : 105* | -0.2 | 3 | 9

# Overlap with the part before: 4 entries, followed by the next part.
# Every second line gives: Tcruzi prolif | GASC1 inh | Pf Dd2 inh | C diff HTS
C[C@H]1CN([C@@H](C)CO)C(=O)CCCn2cc(nn2)CO[C@H]1CN(C)S(=O)(=O)c1ccc2ccccc2c1
 : -2 | -0.1 | -15 | ·
CC(C)NC(=O)N(C)C[C@@H]1Oc2ccc(NS(C)(=O)=O)cc2C(=O)N([C@H](C)CO)C[C@H]1C
 : -5 | 0.3 | -9 | -1
CC(=O)N1[C@H](CO)[C@@H](c2ccccc2)C12CN(Cc1ccc(Cl)cc1)C2
 : · | · | -33 | 3
COc1ccccc1-c1ccc([C@@H]2[C@@H](CO)N(C(=O)C3CC3)[C@H]2C#N)cc1
 : 105* | -0.2 | 3 | 9
COc1cccc(C#Cc2cnc3c(c2)C(=O)N([C@@H](C)CO)C[C@@H](C)[C@@H](CN(C)C)O3)c1
 : 71 | 0.6 | -29 | 6
O=C(C[C@@H]1C[C@H]2c3cc(NC(=O)c4cccnc4)ccc3O[C@H]2[C@@H](CO)O1)NCc1cccc(F)c1
 : -47 | -2.0 | 12 | -1
C[C@H](CO)N1C[C@H](C)[C@@H](CN(C)Cc2ccc3c(c2)OCO3)Oc2ccc(NC(=O)CCCCCC(=O)Nc3ccccc3N)cc2C1=O
 : · | -0.9 | -78 | 1
COc1ccc(NC(=O)N(C)C[C@@H]2Oc3cc(-c4ccc(C)cc4)ccc3S(=O)(=O)N([C@@H](C)CO)C[C@H]2C)cc1
 : 97* | 0.3 | -93* | 0
C[C@@H]1CN([C@H](C)CO)C(=O)c2cc(NC(=O)c3ccccc3)ccc2O[C@@H](C)CCCCO[C@@H]1CN(C)S(=O)(=O)c1ccc(F)cc1
 : · | -0.8 | -85* | 5
O=C(c1cccnc1)N1CC(=O)N2[C@H](C1)[C@@H](c1ccc(-c3cccnc3)cc1)[C@@H]2CO
 : · | -0.3 | -87* | -6
C[C@@H]1CN([C@H](C)CO)C(=O)Cc2cc(NS(=O)(=O)c3cccs3)ccc2O[C@@H]1CN(C)C(=O)Nc1ccc2c(c1)OCO2
 : -10 | 1.0 | -11 | -7
CCc1csc(N2[C@H](C#N)[C@H](c3ccc(-c4ccc(F)cc4)cc3)[C@@H]2CO)n1
 : 102* | -3.9 | -22 | 9
